# Screening data deposited in PubChem by National Center for Advancing Translational Sciences (NCATS).
# HCMV inh: inhibitors of human cytomegalovirus | HFF cells, HCMV-luciferase reporter, 72 h; active compounds read low | activity change, negative = inhibition, % at 57.5 µM | 410,000 tested, 4.5% active | AID 1259415; in the data active = activity change below about -60%; inconclusive = no clear call, values can overlap the other calls; inactive = above about -39%
#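 Inhibition of viral replication was scored as loss of reporter luminescence in HFFs infected with HCMV-luciferase (MOI 1 PFU/cell) for 72 h; compounds tested at 2 doses, normalized to buffer and Salinomycin controls.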
# AMA1 RON2 block: AMA1-RON2 (P. falciparum) interaction inhibition | AlphaScreen AMA1-biotinylated RON2 peptide binding | Potency, µM (top dose mostly 58.2 µM), for the others: at the top dose activity change, negative = inhibition, actives largely listed as inhibitors | 360,000 tested, 0.2% active | AID 720542;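 also: potency is read from the fitted curve at half-maximal effect; 0% = vehicle wells and -100% = peptide control; nearly all actives have a fitted effect of over 45% in size; some results filed as inactive show a strong effect at the top dose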
#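 AMA1 (3D7) with his tag at 25 nM final met compounds first, then biotinylated RON2 peptide at 25 nM; detection used donor plus acceptor beads, 10 µg/mL apiece, read by AlphaScreen after 30 min at room temperature.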
# AmpC detergent: AmpC beta-lactamase inhibition with detergent present | P00811 | AmpC hydrolysis of nitrocefin, absorbance 480 nm, 0.01% Triton | Potency, µM (highest dose often 114 µM), without a hit: at the top dose activity change, negative = inhibition, hits mostly inhibitors | 370,000 tested, 0.041% active;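 also: potency is read from the fitted curve at half-maximal effect; 0% = no-compound wells and -100% = no-enzyme wells; nearly all actives have a fitted effect of over 25% in size; some results filed as inactive show a strong effect at the top dose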
# Target sequence (P00811 whole entry, looked up): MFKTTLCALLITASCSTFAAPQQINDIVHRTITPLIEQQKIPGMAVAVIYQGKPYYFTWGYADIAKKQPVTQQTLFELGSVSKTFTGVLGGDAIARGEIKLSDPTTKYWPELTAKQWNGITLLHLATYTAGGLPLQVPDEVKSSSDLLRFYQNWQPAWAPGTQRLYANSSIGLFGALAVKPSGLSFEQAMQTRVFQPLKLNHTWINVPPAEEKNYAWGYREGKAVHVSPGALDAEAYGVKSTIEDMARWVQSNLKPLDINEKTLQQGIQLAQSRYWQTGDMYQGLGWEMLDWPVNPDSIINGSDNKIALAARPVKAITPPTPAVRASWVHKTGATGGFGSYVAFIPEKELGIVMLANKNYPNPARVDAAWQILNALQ
#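 20 mM phosphate pH 7.0 + 0.01% (detergent screen) or 0.0001% Triton X-100; 5.3 nM AmpC reagent; cpd preinc 15 min RT; nitrocefin (800 uM stock) to start; A480 q20 s × 4 min; Activity was normalised to no-enzyme and no-compound control wells.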
# Sm TGR inh: S. mansoni TGR enzyme inhibition. Q962Y6. purified TGR, DTNB reduction, TNB absorbance 405 nm. Potency, µM (top dose mostly 114 µM), for the others: at the highest dose activity change, negative = inhibition, hits mostly inhibitors. 360,000 tested, 3% active. AID 485364; also: potency is read from the fitted curve at half-maximal effect; nearly all actives have a fitted effect of over 60% in size
#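 First, TGR (20 nM dispensed) and NADPH were mixed with compound. Second, a 15 min room-temperature incubation followed. Third, further NADPH and then DTNB were added to start the reaction. Finally, TNB absorbance was monitored kinetically.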
# HCV inh: HCV inhibition; Huh7.5.1 HCVcc-Cre infection, luciferase reporter, 44 h; Potency, µM (top dose mostly 41.8 µM), inactives show top-dose activity change, negative = inhibition, actives largely listed as inhibitors; 340,000 tested, 3.4% active; also: potency is read from the fitted curve at half-maximal effect
#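 Cells (1,000/well) were plated 4 h before compound, then infected with HCVcc-Cre virus (~0.5 moi). After 44 h further culture, infection was read as luciferase luminescence following a 15 min substrate incubation at room temperature.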
# Giardia FBPA inh: Giardia lamblia aldolase inhibition; A8B2U2; purified Giardia FBPA; Potency, µM (titrated, usually from 59.6 µM), for inactives: at the highest dose activity, negative = inhibition, hits mostly inhibitors; 290,000 tested, 0.71% active; AID 2451; also: potency is read from the fitted curve at half-maximal effect; nearly all actives have a fitted effect of over 55% in size
# Target sequence (A8B2U2 whole entry, looked up): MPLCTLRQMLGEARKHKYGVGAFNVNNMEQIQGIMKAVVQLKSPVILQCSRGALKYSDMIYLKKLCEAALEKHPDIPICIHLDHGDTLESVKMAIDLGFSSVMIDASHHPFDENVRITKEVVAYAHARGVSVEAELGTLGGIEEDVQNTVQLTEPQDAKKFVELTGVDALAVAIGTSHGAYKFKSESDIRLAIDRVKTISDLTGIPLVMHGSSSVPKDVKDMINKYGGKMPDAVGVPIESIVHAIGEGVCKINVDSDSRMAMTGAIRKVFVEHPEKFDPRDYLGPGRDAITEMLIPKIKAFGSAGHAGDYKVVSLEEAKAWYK
#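 40 nM FBPA preincubated 10 min at RT with compound (up to 57.5 uM final), then substrate plus GAPDH/TPI/NAD/arsenate coupling and diaphorase/resazurin added. Fluorescence read after 20 min at RT, 525/598 nm.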
# The depositor's hits bear a star; ? = inconclusive; . = not tested or not shown; & = joins results of further samples; [ ] = another dose, or the depositor's remark. Unless noted, calls follow the shape of the dose curve; as a rule, active = well fitted curve in the direction sought with a large enough effect; inconclusive = small, poorly fitted or top-dose-only effect, or another doubt; inactive = no such curve, though single readings can be large; an effect the other way counts as inactive or inconclusive. Unless noted, % is scaled to controls: 0 for no effect and ±100 for the full control effect.
1	O=C(N=C1SC2CS(=O)(=O)CC2N1c1cc(Cl)ccc1Cl)C1CCCO1 (stereo not given)
2	CCN(CC)C(=O)C1=C(C)NC(=S)NC1c1cccs1 (stereo not given)
3	Cc1cc(C)cc(NC(=O)C(OC(=O)C2=COCCO2)c2ccccc2)c1 (stereo not given)
4	CCOC(=O)C1=C(CNCc2ccc(F)cc2)NC(=O)NC1c1cccc([N+](=O)[O-])c1 (stereo not given)
5	NC(=O)N/N=C/c1ccc(N2CCOCC2)s1
6	Cc1c(C)c2cc(Cl)c(OCC(=O)N3CCN(c4ccc(F)cc4)CC3)cc2oc1=O
7	CC(C)C[C@H]1CNC(=O)C(=O)N1C[C@H](C)NC(=O)Cc1ccccc1
8	CC(C)(C)OC(=O)N(CCc1ccccc1)Cc1ccc(OCc2cccc(NC(=O)C3CCC3)c2)cc1
9	N=c1oc2ccc(Cl)cc2cc1C(=O)Nc1ccc(F)cc1
10	COc1ccc(OC)c(CNn2c(-c3ccccc3F)nc3ccccc3c2=O)c1

Assay by compound	1	2	3	4	5	6	7	8	9	10
Sm TGR inh	1%	11%	-12%	2%	?	-4%	0%	.	?	1%
HCMV inh	-5	67	-18	-24	-39	-24	17	?	33	?
AmpC detergent	-2%	-9%	-12%	-1%	-4%	0%	?	.	-2%	7%
AMA1 RON2 block	3%	-4%	11%	64%[activator]	22%	-4%	6%	-4%	2%	-20%
Giardia FBPA inh	3%	-10%	2%	-8%	-20%	.	24%	.	1%	17%
HCV inh	18%	26%	19%	-9%	-80%	18%	15%	?	-6%	-17%

11	CCC(Cc1ccccc1)NC(=O)c1oc(=O)c2ccccc2c1-c1ccccc1 (stereo not given)
12	Cn1c(N)c(C(=O)COC(=O)CC(NC(=O)c2ccccc2Cl)c2ccccc2)c(=O)n(C)c1=O (stereo not given)
13	Cc1noc(C)c1COc1cccc(C(=O)N(C)Cc2nc3ccccc3c(=O)[nH]2)c1
14	N/C(=N\OC(=O)COc1ccc(Cl)cc1Cl)c1ccccn1
15	COc1ccc(CC(=O)N/N=C(\C)c2ccccn2)cc1
16	Cc1ccc(C)c(C(=O)CN2C3=NCCCN3c3ccccc32)c1
17	CC1(C)CC(=O)c2cc(OCC(=O)NCC3CCCO3)ccc2O1 (stereo not given)
18	O=C(NCc1ccccc1)c1ccc(NC2=NC3CS(=O)(=O)CC3S2)cc1 (stereo not given)
19	O=c1c2ccccc2nc(SCc2nnc(-c3ccccc3)o2)n1-c1ccc(F)cc1F
20	Cc1cccc(C)c1Nc1c(-c2ccc(O)cc2)nc2sccn12

Assay by compound	11	12	13	14	15	16	17	18	19	20
Sm TGR inh	13%	-3%	-17%	14%	-18%	4%	0%	-8%	5%	-33%
HCMV inh	-6	41	-8	-24	.	?	55	.	?	8
AmpC detergent	4%	1%	-13%	5%	-3%	?	-6%	6%	-16%	8%
AMA1 RON2 block	.	-2%	74%[activator]	52%[activator]	86%[activator]	-5%	4%	4%	-3%	.
Giardia FBPA inh	.	1%	.	1%	6%	.	3%	0%	-1%	.
HCV inh	.	?	-12%	-18%	-28%	?	3%	4%	-13%	.

# Filtered by structure, the compounds so far containing a Cl atom.
1	O=C(N=C1SC2CS(=O)(=O)CC2N1c1cc(Cl)ccc1Cl)C1CCCO1 (stereo not given)
6	Cc1c(C)c2cc(Cl)c(OCC(=O)N3CCN(c4ccc(F)cc4)CC3)cc2oc1=O
9	N=c1oc2ccc(Cl)cc2cc1C(=O)Nc1ccc(F)cc1
12	Cn1c(N)c(C(=O)COC(=O)CC(NC(=O)c2ccccc2Cl)c2ccccc2)c(=O)n(C)c1=O (stereo not given)
14	N/C(=N\OC(=O)COc1ccc(Cl)cc1Cl)c1ccccn1

Assay by compound	1	6	9	12	14
Sm TGR inh	1%	-4%	?	-3%	14%
HCMV inh	-5	-24	33	41	-24
AmpC detergent	-2%	0%	-2%	1%	5%
AMA1 RON2 block	3%	-4%	2%	-2%	52%[activator]
Giardia FBPA inh	3%	.	1%	1%	1%
HCV inh	18%	18%	-6%	?	-18%

# (list continues)
21	O=C(NS(=O)(=O)Oc1ccc(Cl)cc1)OC[C@@H]1CCCN2CCCC[C@H]12
22	O=C(CN1C(=O)C(=O)N(Cc2ccco2)C1=O)c1c[nH]c2ccccc12
23	COC(=O)c1cc2sccc2n1CC(=O)N(C)c1ccccc1
24	CN1c2ccccc2C(O)=C(C(=S)Nc2ccc(F)c(Cl)c2)S1(=O)=O
25	CSCc1nc2sc(C(=O)Nc3nc(C)cs3)c(C)c2c(=O)[nH]1
26	CC1CCN(CCCn2c(=S)[nH]c3ccc(N4CCOCC4)cc3c2=O)CC1
27	O=C(/C=C/c1ccc(OC(F)F)cc1)OCC(=O)N1CCc2ccccc21
28	O=C(CSc1nccn1C1CCCC1)Nc1ccc(C(F)(F)F)cc1
29	Cc1[nH][nH]c(=O)c1N=Nc1ccccc1Cl
30	O=[N+]([O-])c1ccc(C2=CSC3=NCCN23)cc1

Assay by compound	21	22	23	24	25	26	27	28	29	30
Sm TGR inh	4%	?	6%	-11%	-28%	-17%	?	-15%	1%	.
HCMV inh	?	4	?	-40	44	-14	17	-63*	-14	-23
AmpC detergent	-9%	-2%	6%	-2%	-3%	0%	-9%	-3%	-1%	.
AMA1 RON2 block	10%	2%	0%	68%[activator]	13%	0%	10%	.	-6%	-16%
Giardia FBPA inh	0%	-3%	1%	21%	-16%	2%	.	.	1%	.
HCV inh	12%	14%	-17%	?	11µM*	1%	-8%	.	-7%	17%

31	Cc1ccc2nc(/C(C#N)=C\c3ccc(Oc4ccc([N+](=O)[O-])cn4)cc3)[nH]c2c1
32	Cc1cccn2c(=O)c3cc(C(=O)NCC4CCCO4)c(=N)n(C4CCCC4)c3nc12 (stereo not given)
33	CC(=O)Nc1ccc2c(c1)CCCN2C(=O)c1ccccc1
34	CCOc1ccc(CCNC(=O)Cn2ncn3c(cc4ccccc43)c2=O)cc1OCC
35	COC(=O)[C@H](C)NC(=O)Nc1ccc(S(N)(=O)=O)cc1
36	CSc1nc(N)nc(C2CC2)n1
37	CC(=O)NC(CC(=O)NCCCn1ccc2ccccc21)c1ccccc1 (stereo not given)
38	CCc1ccccc1NC(=O)Nc1cc(F)ccc1F
39	Cc1ccc(N2CC(C(=O)Nc3ccccc3C(=O)NC3CCCCC3)CC2=O)cc1 (stereo not given)
40	O=C(CCc1ccccc1)NNC(=O)c1ccccn1

Assay by compound	31	32	33	34	35	36	37	38	39	40
Sm TGR inh	-11%	0%	5%	0%	-6%	6%	2%	.	2%	1%
HCMV inh	7	1	37	-11	40	21	-10	?	13	-75*
AmpC detergent	-6%	?	?	20%	?	-6%	-12%	4%	4%	9%
AMA1 RON2 block	24%	19%	-3%	.	-5%	1%	-4%	-2%	15%	100%[activator]
Giardia FBPA inh	-4%	0%	5%	.	4%	4%	1%	-6%	1%	18µM*
HCV inh	?	-3%	0%	.	25%	9%	-8%	-18%	9%	?

41	COc1ccc(S(=O)(=O)c2c(Nc3c(C)cccc3C)sc(C(=O)c3ccc(F)cc3)c2N)cc1
42	CCOC(=O)C1CCCN(C(=O)c2cc(CN3C(=O)c4ccccc4C3=O)ccc2OC)C1 (stereo not given)
43	CC(NC(=O)Cc1ccsc1)c1ccc(Cl)cc1Cl (stereo not given)
44	Cc1ccc(NS(=O)(=O)c2ccc(N/N=C/c3ccccc3OCC(=O)O)c([N+](=O)[O-])c2)c(C)c1
45	Cc1ccc(C)n1CCN1CCN(CC(=O)Nc2cc(C(F)(F)F)ccc2Cl)CC1
46	COCCCNc1ncnc2onc(-c3ccc(F)cc3)c12
47	CCCCN(CC)C(=O)CCCn1c(=O)c2cccn2c2ccccc21
48	COc1ccccc1CN1CC(C(=O)N2CCN(c3ccc(F)cc3)CC2)CC1=O (stereo not given)
49	CN(C)c1ccc(CNC(=O)C2CCN(c3nc4ccccc4[nH]3)CC2)cc1
50	Cc1cc(NC(=O)c2ccccc2F)nc2c1c(=O)oc1ccccc12

Assay by compound	41	42	43	44	45	46	47	48	49	50
Sm TGR inh	-3%	-1%	7%	-5%	-34%	8%	-3%	-2%	51%[activator]	11%
HCMV inh	?	20	-33	-1	.	-12	?	-11	0	-26
AmpC detergent	?	-12%	-13%	-7%	-5%	2%	16%	13%	-2%	5%
AMA1 RON2 block	.	-9%	18%	-12%	.	.	.	-3%	.	55%[activator]
Giardia FBPA inh	.	.	11%	16%	-2%	.	.	-9%	.	5%
HCV inh	.	13%	-6%	-14%	.	.	.	3%&-3%	.	-29%

51	COC(=O)C(CO)NC(=O)C1CCCN1C(=O)CNC(=O)OCc1ccccc1 (stereo not given)
52	Cc1nn(C)c2c1c(C(F)(F)F)cc(=O)n2C(C)C(=O)NCCc1ccc(Cl)cc1 (stereo not given)
53	COc1ccc(C)cc1S(=O)(=O)Nc1cc(Cl)ccc1Cl
54	COc1cccc(NC(=O)CSc2nnc3c(n2)[nH]c2ccc(C)cc23)c1
55	COc1cccc(CN2CCN(Cc3cccc(Oc4ccccc4)c3)CC2)c1OC
56	COc1ccc2c(C(=O)NCCCCO)c(-c3ccc(S(C)(=O)=O)cc3)sc2c1
57	Cc1ccccc1NC(=O)CCC(=O)OCC(=O)c1ccc(-c2ccccc2)cc1
58	COc1ccc(OC)c(C2C(C(=O)c3ccc(C)o3)=C(O)C(=O)N2CCCN2CCOCC2)c1 (stereo not given)
59	Cc1nnc(SCC(=O)N2c3ccccc3Sc3ccccc32)n1N
60	CCN(CC)C(=O)CSc1nnc(-c2c[nH]c3ccccc23)o1

Assay by compound	51	52	53	54	55	56	57	58	59	60
Sm TGR inh	-22%	-11%	0%	5%	-3%	.	?	.	-1%	3%
HCMV inh	.	-2	-16	-3	-37	28	5	0	91	12
AmpC detergent	-3%	1%	1%	1%	-9%	.	2%	.	?	?
AMA1 RON2 block	-9%	.	4%	14%	?	1%	-2%	0%	-6%	3%
Giardia FBPA inh	5%	.	0%	.	16µM*	.	6%	.	3%	-1%
HCV inh	8%	.	11%	-19%	?	10%	10%	7%	2%	11%

61	Cc1ccccc1OCc1nnc(SCC(=O)O)n1-c1ccccc1
62	COc1ccc(NC(=O)C2C3C=CC4(O3)C2C(=O)N(CCN2CCCCC2C)C4C(=O)NC2CCCCC2)cc1 (stereo not given)
63	Cc1ccc(NC(=S)N2CCN(C3CCCCC3)CC2)cc1
64	Cc1ccc(Cl)cc1N(CC(=O)N1CCOCC1)S(C)(=O)=O
65	CCN(CC)C(=O)CSC1=C(C#N)C(c2ccco2)C(C(=O)OCCOC)=C(C)N1 (stereo not given)

Assay by compound	61	62	63	64	65
Sm TGR inh	1%	-22%	-4%	-17%	-26%
HCMV inh	-35	3	0	-8	29&21
AmpC detergent	-12%	-8%	-1%	-7%	7%
AMA1 RON2 block	18%	-3%	-11%	-1%	-3%
Giardia FBPA inh	-4%	-17%	1%	-7%	1%
HCV inh	15%	?	23%	2%	?
